Source: PubChem (several laboratories)
SRC3 inh – human NCOA3 inhibition; Q9Y6Q9; HEK293 GAL4-SRC3 luciferase reporter, luminescence; inhibition, % at 3.6 µM; 360,000 compounds, 0.17% hits; AID 588352;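 active = inhibition above a per-campaign cutoff, the mean of all compounds plus 3 SD, cut at about 60% in these data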;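 also: 0% = DMSO-treated cells and 100% = gossypol-treated cells at 36 µM; higher means less SRC3-driven luciferase light from the GAL4 reporter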
NOD2 RIPK2 PPI – inhibitors of human NOD2-RIPK2 interaction | CHO BLA complementation NOD2-RIPK2, CCF4 ratio | inhibition, % at 4.98 µM | 360,000 compounds, 0.38% hits | AID 624267; in the data active = inhibition above about 21%;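 also: 0% = vehicle only and 100% = reference blocker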
Vif inh – HIV Vif inhibition; HEK293T cells, Vif self-association by quenched fluorescence, imaging, 24 h; inhibition, % at 7.49 µM; 340,000 compounds, 0.35% hits; AID 602346; in the data active = inhibition above about 50%, passing the limit was not always enough; also: some results filed as inactive read as strong as hits
TRAIL sens C8 – caspase-8 TRAIL sensitization; 360,000 compounds, 1% hits; NB7+C8 cells + TRAIL, ATPlite viability luminescence; inhibition (viability loss, TRAIL sensitization), % at 10 µM;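 active = compounds causing at least 50% loss of cell viability in the single-dose screen, relative to plate controls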
NCOA1 inh – inhibitors of human steroid receptor coactivator 1 (SRC1); HEK293 GAL4-SRC1 luciferase reporter, luminescence; inhibition, % at 3.6 µM; AID 588354; 360,000 compounds, 0.12% hits;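 active = inhibition above the campaign mean plus 3 SD, with each screening campaign given its own cutoff, cut at about 60% in these data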;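 also: 0% = DMSO treated cells and 100% = gossypol at 36 µM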
TROY signal inh – blocks TROY-dependent signaling in reporter cells; 360,000 compounds, 0.98% hits; Q293 LMP1-TROYcd NF-kB luciferase reporter, 4 h; inhibition, % at 10 µM;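 active = compounds whose plate-normalised and pattern-corrected inhibition of the luciferase reporter signal at the single screening dose is 50% or more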
SRC2 inh – inhibits human steroid receptor coactivator 2 | Q15596 | HEK293 GAL4-SRC2 luciferase reporter, luminescence | inhibition, % at 9 µM | 370,000 compounds, 0.17% hits;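 active = inhibition above the mean inhibition of all tested compounds plus 3 SD, set per campaign, cut at about 52% in these data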;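 also: 0% = DMSO treated cells and 100% = cells given Gossypol at 36 µM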
Target sequence (Q15596 whole entry, looked up, the tested form may be a part): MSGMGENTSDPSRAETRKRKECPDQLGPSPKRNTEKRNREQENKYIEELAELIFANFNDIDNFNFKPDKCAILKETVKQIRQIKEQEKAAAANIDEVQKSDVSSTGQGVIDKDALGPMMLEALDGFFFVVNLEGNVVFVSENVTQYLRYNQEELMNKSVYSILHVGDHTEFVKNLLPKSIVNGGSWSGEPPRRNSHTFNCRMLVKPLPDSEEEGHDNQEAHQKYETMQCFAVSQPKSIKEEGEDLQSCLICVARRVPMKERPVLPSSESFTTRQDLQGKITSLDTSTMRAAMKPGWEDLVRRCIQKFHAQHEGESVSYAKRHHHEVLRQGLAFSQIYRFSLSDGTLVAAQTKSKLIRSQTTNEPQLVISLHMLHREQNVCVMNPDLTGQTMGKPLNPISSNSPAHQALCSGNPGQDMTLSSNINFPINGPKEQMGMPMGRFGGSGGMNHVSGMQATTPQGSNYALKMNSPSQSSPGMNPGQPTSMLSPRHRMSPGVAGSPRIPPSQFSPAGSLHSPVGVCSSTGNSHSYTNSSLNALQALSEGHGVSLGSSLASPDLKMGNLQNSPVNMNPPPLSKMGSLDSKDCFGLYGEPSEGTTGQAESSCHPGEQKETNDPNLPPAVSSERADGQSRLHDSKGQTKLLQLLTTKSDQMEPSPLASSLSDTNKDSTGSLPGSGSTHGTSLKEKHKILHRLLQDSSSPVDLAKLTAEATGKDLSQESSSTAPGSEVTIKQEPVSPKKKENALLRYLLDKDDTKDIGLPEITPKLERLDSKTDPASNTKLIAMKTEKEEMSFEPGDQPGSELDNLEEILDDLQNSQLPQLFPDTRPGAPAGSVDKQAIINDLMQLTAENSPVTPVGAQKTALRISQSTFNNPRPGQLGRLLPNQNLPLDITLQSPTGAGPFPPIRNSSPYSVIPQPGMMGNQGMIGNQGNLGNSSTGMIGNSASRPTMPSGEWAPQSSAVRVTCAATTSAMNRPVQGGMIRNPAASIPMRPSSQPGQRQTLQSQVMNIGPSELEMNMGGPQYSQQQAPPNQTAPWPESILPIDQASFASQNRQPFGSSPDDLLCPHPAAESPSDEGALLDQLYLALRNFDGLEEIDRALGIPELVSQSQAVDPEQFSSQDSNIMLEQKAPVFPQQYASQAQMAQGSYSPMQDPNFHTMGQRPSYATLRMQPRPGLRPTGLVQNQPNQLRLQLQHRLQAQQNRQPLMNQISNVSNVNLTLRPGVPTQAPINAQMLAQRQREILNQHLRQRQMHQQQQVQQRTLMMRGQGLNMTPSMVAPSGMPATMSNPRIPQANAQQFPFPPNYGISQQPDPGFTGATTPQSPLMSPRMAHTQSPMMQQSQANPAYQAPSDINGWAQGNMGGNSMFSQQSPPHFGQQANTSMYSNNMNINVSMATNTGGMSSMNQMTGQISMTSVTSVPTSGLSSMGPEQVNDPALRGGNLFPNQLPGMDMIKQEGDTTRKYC
COUP-TFII inh – NR2F2 (human) inhibition, primary screen. AID 686940. 370,000 compounds, 0.7% hits. P24468. inhibition, % at 8.6 µM. HEK293T NGFI-A luciferase reporter, luminescence;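 active = inhibition above a per-plate cutoff, mean inhibition of test wells between control levels plus 3 SD, cut at about 38% in these data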;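 also: cells cotransfected with COUP-TFII expression vector driving the NGFI-A reporter; 0% = median of COUP-TF2 test wells and 100% = reporter-only cells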
NR5A2 inv ag – suppresses constitutive activity of human LRH-1; inhibition, % at 3.6 µM; 360,000 compounds, 0.13% hits; AID 602396; HEK293T StAR-luciferase reporter, LRH-1 transfected, 24 h; O00482;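 active = inhibition above the mean inhibition of all tested compounds plus 3 SD, cut at about 73% in these data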;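 also: 0% = DMSO wells and 100% = reporter-only cells lacking LRH-1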
EBV LMP1 NFkB – Epstein-Barr LMP1 NF-kappaB reporter inhibition; LMP1-induced NF-kappaB luciferase reporter cells, luminescence; AID 504558; 350,000 compounds, 0.69% hits; inhibition, % at 12.5 µM; in the data active = inhibition above about 41%;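 also: 0% = neutral control wells and 100% = reference inhibitor control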
TLR9-MyD88 inh – blocks human TLR9 binding to MyD88; AID 504734; CHO BLA complementation TLR9-MyD88, CCF4 FRET ratio; 340,000 compounds, 0.21% hits; inhibition, % at 4.98 µM; Q9NR96+Q99836;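 active = inhibition above the mean over all tested compounds plus 3 SD, cut at about 21% in these data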;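 also: 0% = DMSO only wells and 100% = clavulanate BLA inhibitor control wells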
* = called active by the depositor; · = not tested or not shown. Not all compounds are listed; count on the stated rates, not on these rows.

SMILES	SRC3 inh	NOD2 RIPK2 PPI	Vif inh	TRAIL sens C8	NCOA1 inh	TROY signal inh	SRC2 inh	COUP-TFII inh	NR5A2 inv ag	EBV LMP1 NFkB	TLR9-MyD88 inh
O=C(N/N=C/c1ccncc1)c1cc([N+](=O)[O-])cc([N+](=O)[O-])c1O	4	1	-6	-9	0	·	7	5	-13	-4	-7
Cc1cc2nccc(-c3ccco3)n2n1	11	5	-3	-2	6	6	3	-28	-8	5	7
Cc1cc(Br)ccc1Nc1nc(N)nc(N)c1N=O	0	-22	21	12	-3	-6	-39	-11	-5	8	0
CCOC(=O)c1ccc(NC(=O)COc2ccc(CNCCO)cc2OCC)cc1	7	-11	-3	0	-8	16	-5	1	11	-7	4
C=CCn1c(=O)c(C(=O)Nc2ccccc2C(=O)OCC)c(O)c2ccccc21	-16	-6	-2	-1	-7	6	10	0	12	-12	-9
Cc1nn(C)cc1C(C(=O)NC1CCCCC1)N(Cc1ccccc1Cl)C(=O)c1cnccn1 (centres undefined)	-9	3	0	-1	-14	16	-7	8	-4	1	7
O=C(c1cc(COc2ccc(F)cc2Cl)on1)N1CCN(C2CCCCC2)C(=O)C1	3	8	8	5	-18	9	12	17	-8	9	-4
CCNC(=O)/C(C#N)=C/c1c(N2CCN(c3ccccc3)CC2)nc2c(C)cccn2c1=O	4	-2	-2	-15	15	4	-16	7	8	3	-7
Cc1ccc(C)c(/C=C(\C(=O)O)c2ccc(S(=O)(=O)N3CCCCC3)s2)c1	-3	-1	-1	1	-15	23	6	6	-13	-8	-4
Cc1ccc(NCN2C(=O)c3ccccc3C2=O)cc1Cl	3	-3	0	6	4	-26	-10	4	-24	-8	-11
CC(=O)Nc1cccc(-c2csc(Nc3ccccn3)n2)c1	-75	-5	-14	22	-128	2	-44	-23	-110	-34	-3
CC(C)C(NS(=O)(=O)c1cccc2nsnc12)C(=O)NCCC1=CCCCC1 (centres undefined)	-1	3	-7	0	-12	3	1	-1	29	0	4
Cc1cc(C)n2ncc(C(=O)NCc3ccccc3)c2n1	19	1	-5	1	9	18	1	2	6	6	-2
COC(=O)C1CCN(C(=O)C2CCC(=O)N(CCCc3ccccc3)C2)CC1 (centres undefined)	-4	-6	11	-7	-8	-10	-4	-12	10	-2	7
CC(OC(=O)CN1C(=O)NC2(CCCC2)C1=O)C(=O)c1ccc(C(C)(C)C)cc1 (centres undefined)	-3	1	-10	-3	-19	-6	5	-13	-9	-3	-5
COc1ccccc1-c1nn2c(C3COc4ccccc4O3)nnc2s1 (centres undefined)	-1	-2	0	-6	-14	-27	-11	-5	-12	8	1
O=c1cc(CN2CCN(c3ccc(Cl)c(Cl)c3)CC2)c2ccccc2o1	4	-1	-2	1	9	10	-17	-8	5	·	·
CCc1ccc(NC(=O)C2CCCN(S(=O)(=O)c3ccc4c(c3)CCCN4C(C)=O)C2)cc1 (centres undefined)	5	2	-2	-1	-2	12	8	25	3	-2	-9
Cc1ccc(N2C(=O)C3CCC(C)(C2=O)C3(C)C)cc1 (centres undefined)	10	-6	1	0	-7	5	0	-17	7	4	-5
O=[N+]([O-])c1ccc(-c2cn3nc(-c4ccccc4)c(-c4ccccc4)nc3n2)cc1	0	5	0	-10	6	26	-3	9	1	·	·
COc1ccc(CCNC(=O)C2CCCN(S(=O)(=O)c3cc(C)ccc3OC)C2)cc1OC (centres undefined)	8	2	-9	-12	9	2	7	6	1	-6	-1
CSc1ncc(OCc2ccccc2)c(=O)[nH]1	12	1	-7	-10	-6	4	-6	14	9	6	3
CC(C)C(=O)Nc1cccc(NC(=S)NC(=O)c2ccc([N+](=O)[O-])cc2)c1	-5	2	-18	-5	-2	7	-31	11	-9	4	6
CC(Oc1ccc(Cl)cc1)C(=O)Nc1ccccc1N1CCOCC1 (centres undefined)	-26	1	-4	16	2	-2	14	17	-16	-3	-17
CC(Sc1ccccc1)C(=O)N/N=C/c1cccnc1 (centres undefined)	-3	1	5	-7	-6	3	-6	2	5	1	-5
Cc1ccc(C(=O)n2c(-c3ccccc3)cnc2SCC(=O)Nc2ccc(C)cc2C)cc1	8	-5	0	4	-18	-1	-24	-3	-43	0	12
COc1ccc2[nH]c(=O)c(CN(C(=O)COc3ccccc3)C(C)C)cc2c1	12	-2	-4	21	-4	-19	9	18	14	-2	-5
Cc1ccnc(SCc2ccc(C(=O)O)cc2)n1	1	-4	5	10	-4	-12	-7	5	-13	-2	-4
Cc1noc(C)c1CCC(=O)NC1CCCN(Cc2ccc(CC(C)C)cc2)C1 (centres undefined)	20	-1	-1	19	-6	10	-5	25	-16	7	-1
O=C(O)CCN1C(=O)/C(=C2\C(=O)N(Cc3ccccc3Cl)c3ccccc32)SC1=S	-9	-10	·	-15	-22	-4	7	3	-2	-6	9
Cc1nc(C(F)(F)F)c(C(=O)O)cc1-c1nc(-c2ccccc2)cs1	4	-2	-11	-4	-3	7	-13	14	-2	-2	-1
CCN(C(=O)c1c(-c2ccccc2)noc1C)c1ccccc1	2	-2	1	-13	2	-8	-15	-5	-9	3	1
Cc1ccc(NC(=O)N2CCOCC2)cc1NC(=O)N1CCOCC1	5	13	13	-10	-3	11	-5	20	0	-4	9
Cc1ccc(NC(NC(=O)c2cccs2)C(Cl)(Cl)Cl)cc1C (centres undefined)	33	5	-3	3	3	-3	-38	13	10	-29	2
CC(C)C[C@H]1C(=O)N2CCC[C@H]2[C@]2(O)O[C@](NC(=O)[C@@H]3C=C4c5cccc6[nH]c(Br)c(c56)CC4N(C)C3)(C(C)C)C(=O)N12 (some centres undefined)	-9	-12	-3	-2	-3	-4	7	12	-2	11	3
c1cc(-c2nnc3sc(C4CCCCC4)nn23)ccn1	40	-3	-12	7	34	28	40	29	-6	9	1
O=C(N/N=C(\Cc1ncc[nH]1)c1ccccc1)c1cccnc1	-2	-9	-1	5	0	4	-22	-4	-2	10	4
Nc1cc(C(=O)OCC(=O)N2CCOCC2)ccc1Cl	-23	-6	24	4	-48	-19	-46	-29	-28	-7	3
CS(=O)(=O)N(CC(=O)Nc1ccccc1Cl)c1ccc(Cl)cc1	14	2	-3	-3	-2	-10	12	-8	-7	1	-8
COC(=O)c1ccsc1NC(=O)c1ccc(Cl)s1	10	-5	13	-1	-15	-22	-11	-10	25	-3	-1
CC1CN(S(=O)(=O)c2cccc(C(=O)NCc3ccco3)c2)CC(C)O1 (centres undefined)	-8	7	0	2	-18	10	10	3	1	-4	-5
CCOC(=O)N=Nc1c(O)n(C)c2ccccc12	-5	2	-2	-15	-31	-14	-40	-4	1	8	-5
Cc1ncoc1C(=O)Nc1cccc(Cl)c1C	-19	-4	·	-2	-19	-4	-16	14	-19	-3	-4
O=C(COc1ccc(Br)cc1Cl)NC(=O)NCc1ccccc1	5	-4	12	1	-12	-4	-23	0	-12	-6	-9
CCN(CC)S(=O)(=O)N1CCC(C(=O)NCCN2CCOCC2)CC1	8	-5	7	4	4	16	-10	0	0	-2	-2
O=C1/C(=C/c2cccnc2)SC(=S)N1Cc1ccco1	12	0	-7	-7	-7	-2	0	-7	-13	43*	-6
C=CCn1c(O)c(N=NC(=O)C(O)c2ccccc2)c2ccccc21 (centres undefined)	24	-1	3	-2	-14	-16	19	9	-1	2	-7
O=C(NCc1ccco1)c1cnn2c1NC(c1ccccc1)CC2C(F)(F)F (centres undefined)	4	-9	·	6	-2	7	5	19	-27	13	-13
CN(C(=O)c1cccc(NC(=O)Cc2cccc(NC(=O)C3CCCN(C(=O)C4CCC4)C3)c2)c1)C1CCC1 (centres undefined)	-7	-15	·	-2	9	5	-4	0	6	-2	-16
O=C(NC1CCCCC1)C(c1ccco1)N(Cc1cccnc1)C(=O)C1COc2ccccc2O1 (centres undefined)	16	-2	3	4	7	-3	-12	8	-21	4	-3

Next section.
SMILES	SRC3 inh	NOD2 RIPK2 PPI	Vif inh	TRAIL sens C8	NCOA1 inh	TROY signal inh	SRC2 inh	COUP-TFII inh	NR5A2 inv ag	EBV LMP1 NFkB	TLR9-MyD88 inh
CC(=O)Nc1cccc(Oc2nc(NCCN(C)C)nc3ccsc23)c1	-4	-2	-1	-3	-39	-7	-47	1	-14	·	·
Cc1nnnn1/C(=C\c1ccccc1)C(=O)OCC(=O)N(C)C1CCS(=O)(=O)C1 (centres undefined)	1	-1	-3	10	-14	2	·	·	-6	3	0
Cc1cc(NS(=O)(=O)c2ccc(NC(=O)CCCOc3ccccc3)cc2)no1	10	-14	6	-5	-20	-9	-10	5	-4	4	3
Cn1c(=O)c2cc(NC(=O)CCc3ccccc3)ccc2n1-c1ccccc1F	5	2	6	23	-14	18	8	-18	-14	·	·
COC(=O)c1c(NC(=O)CN2C(=O)NC(CCc3ccccc3)C2=O)sc2c1CCCCC2 (centres undefined)	3	-6	-2	3	0	14	23	11	3	-9	0
CCCc1cnc(Nc2nc(C(N)Cc3ccc(OC)cc3)cs2)nc1 (centres undefined)	1	5	2	8	3	-3	18	1	18	·	·
COc1ccc(-c2cc(C(=O)Nc3c(C)n(C)n(-c4ccccc4)c3=O)no2)cc1	11	-19	-9	-22	4	-10	19	0	0	-1	-5
CCOC(=O)C1=C(COc2ccccc2)NC(=O)NC1c1ccc(Br)cc1 (centres undefined)	1	9	5	-4	-4	-27	8	15	2	2	-8
CCCn1c(=O)c(C(=O)NCc2ccc(OC)c(OC)c2)c(O)c2ccccc21	10	-15	·	-2	-2	22	6	-14	2	-4	9
CC12CCC(C/C1=N/O)C2(C)C (centres undefined)	11	-18	6	11	-10	-19	8	2	-2	-4	-11
COc1ccc(/C(C)=N/NC(=O)c2cccc(S(=O)(=O)N3CCCC3)c2)c(O)c1	35	1	0	16	6	23	22	-4	6	16	6
COc1ccc(-c2cc3c(=O)n(CC(=O)NCCCN4CCC(Cc5ccccc5)CC4)ncn3n2)cc1	-56	5	0	83*	-62	10	-41	-8	-49	16	3
Cc1cc(C)n2c(nc3ccccc32)c1C(=O)NN	-29	8	7	-11	-50	2	-39	-5	-47	·	·
CO/N=C/NC(=O)c1c(OC)ccnc1Oc1cccc(C(F)(F)F)c1	-14	1	-3	1	-11	-4	5	4	4	0	-20
Cn1cc(C(F)(F)F)nc1-c1ccc(OCC(O)CNCCOc2ccc(O)c(C(N)=O)c2)cc1 (centres undefined)	-5	-14	-5	5	-14	-4	3	7	-19	12	0
O=C1CC(N2CCN(c3nc4ccccc4s3)CC2)C(=O)N1c1ccc(F)cc1 (centres undefined)	-9	6	1	-1	8	21	6	7	6	-9	0
NC(=O)c1cc(Cl)ccc1OCC(=O)NC1CC1	8	0	2	-6	0	-23	-38	-6	13	3	-7
COC(=O)c1ccc(NC(=O)c2ccc(CN3CCOCC3)cc2)cc1	1	-13	-13	13	-2	19	10	48*	21	15	8
O=C(CSCc1ccc(F)cc1)N1CCN(c2ccccc2)CC1	-13	2	-1	-10	-11	-13	2	-2	-41	-16	-3
